PI4K2A block – qHTS for small molecular inhibitors of PI4K2A; Phosphatidylinositol 4-kinase type 2-alpha (Homo sapiens), Q9BTU6; purified PI4K2A, ADP-Glo luminescence, 1 h; active compounds read low; activity change, negative = inhibition, % at 76.9 µM; 420,000 tested, 0.13% active; in the data active means activity change below about -50%; inconclusive means mostly about -30% to -49%;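 further: -100% = wells without enzyme as full effect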
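PI4K2A activity was measured by ADP-Glo luminescence: enzyme (4 ug/mL stock) and phosphatidylinositol (1.2 mM stock) in Tris pH 7.5/MgCl2/EGTA/Triton X-100 buffer were reacted with ATP (300 microM stock) for one hour at ambient temperature.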
USP1 inh – Inhibitors of USP1/UAF1: Primary Screen. AID 743255, 2014. recombinant USP1/UAF1, Ub-Rhodamine cleavage fluorescence. Potency, µM (series often up to 57.1 µM), for inactives: at the top dose activity change, negative = inhibition, usual class: inhibitors. 390,000 tested, 0.23% active; further: potency means the concentration at half of the fitted maximal effect; on the % scale 0 is the no-effect control and ±100 the full control effect; nearly all actives have a fitted effect of over 60% in size; inactives centre near -12
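1 nM enzyme complex + cpd, 15 min RT; start with Ub-Rho 150nM final; kinetic fluorescence ex 480/em 540, 6 reads q60 s. Buffer 50mM HEPES pH 7.8, 0.5mM EDTA, 0.1 mg/ml BSA, 1mM TCEP, 0.01% Tween-20.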
TRHR PAM – qHTS for Small Molecule Agonists and Allosteric Enhancers of Human TRH Receptor: Primary Screen for Enhancers; 360,000 tested, 0.66% active; TRHR cells, fluo-8 calcium fluorescence, EC20 TRH enhancement; AID 493056, 2011; enhancement, % at 2 µM; Thyrotropin-releasing hormone receptor (Homo sapiens), P34981; in the data active means enhancement above about 30%; further: 0% is about no effect
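TRHR-expressing cells loaded with fluo-8 calcium dye were read kinetically (ex 480/em 530) during compound addition, then stimulated with an EC20 of TRH (10 nM final). Enhancement of the Gq-mediated intracellular calcium response was scored.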
TRHR ag – qHTS for Small Molecule Agonists and Allosteric Enhancers of Human TRH Receptor: Primary Screen for Agonists; TRHR cells, calcium flux fluo-8, FDSS agonist mode; activation, % at 2 µM; AID 493084, 2011; Thyrotropin-releasing hormone receptor (Homo sapiens), P34981; 360,000 tested, 0.18% active; in the data active means activation above about 30%; further: 0% is about no effect
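Read-out: compound-evoked intracellular calcium rise in TRHR cells, fluo-8 dye, kinetic FDSS fluorescence at 1 s/cycle following a 10-cycle baseline. Cells cultured overnight before dye loading (30 min–1.5 h, RT).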
TrxR1 substrate – qHTS Assay for Substrates of Mammalian Selenoprotein Thioredoxin Reductase 1 (TrxR1): qHTS; Thioredoxin reductase 1, cytoplasmic (Rattus norvegicus), O89049; purified TrxR1 substrate turnover, NADPH consumption readout; Potency, µM (series often up to 114 µM), inactives show top-dose activity change, negative = substrate turnover; 390,000 tested, 0.01% active; AID 588456, 2011; further: potency means the concentration at half of the fitted maximal effect; on the % scale 0 is the no-effect control and ±100 the full control effect; nearly all actives have a fitted effect of over 50% in size
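Rat TrxR1, dispensed at 90 nM, was prereduced with 400 uM NADPH (final) for 5 min at ~22 deg C, then incubated with compound 15 min before 400 uM selenite. A first-read NADPH fluorescence drop versus no-compound background flagged substrates.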
D2 ag – HTS Assay for Allosteric Agonists of the Human D2 Dopamine Receptor: Primary Screen for Agonists | activation, % at 2 µM | 340,000 tested, 0.53% active | AID 485358, 2010 | HEK293 T-REx D2 cells, calcium flux agonist mode | D(2) dopamine receptor (Homo sapiens), P14416;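 active means activation over 3 SD above normal in the single-dose calcium agonist read, cut at about 30% in these data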; further: 0% is about no effect
Target sequence (P14416 whole entry, looked up): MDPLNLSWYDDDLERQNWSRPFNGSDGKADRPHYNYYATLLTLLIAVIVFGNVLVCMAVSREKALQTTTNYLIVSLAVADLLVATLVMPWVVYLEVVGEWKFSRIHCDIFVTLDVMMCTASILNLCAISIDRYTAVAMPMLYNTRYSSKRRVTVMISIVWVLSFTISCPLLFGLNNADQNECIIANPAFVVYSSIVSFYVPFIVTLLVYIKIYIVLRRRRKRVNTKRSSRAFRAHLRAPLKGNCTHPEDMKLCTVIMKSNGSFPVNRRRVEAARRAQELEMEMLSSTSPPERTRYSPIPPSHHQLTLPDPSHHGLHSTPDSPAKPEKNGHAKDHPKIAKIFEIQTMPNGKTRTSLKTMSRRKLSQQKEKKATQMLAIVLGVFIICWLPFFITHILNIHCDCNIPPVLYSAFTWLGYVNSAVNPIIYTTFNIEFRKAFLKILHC
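Agonism is scored from calcium flux in a force-coupled, inducible HEK293 cell line expressing D2, read kinetically for 180 s after compound addition against dopamine controls.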
TrxR1 inh – qHTS Assay for Inhibitors of Mammalian Selenoprotein Thioredoxin Reductase 1 (TrxR1): qHTS; Thioredoxin reductase 1, cytoplasmic (Rattus norvegicus), O89049; recombinant rTrxR1, NADPH fluorescence consumption, selenite substrate; Potency, µM (titrated, usually from 114 µM), without a hit: at the highest dose activity change, negative = inhibition, most hits filed as inhibitors; 390,000 tested, 1% active; further: potency means the concentration at half of the fitted maximal effect; on the % scale 0 is the no-effect control and ±100 the full control effect; nearly all actives have a fitted effect of over 65% in size
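Rat TrxR1 (90 nM in the dispensed reagent) was pre-reduced with 400 uM NADPH for 5 min at room temperature, then incubated with compound for 15 min. After 400 uM selenite was added, NADPH fluorescence (Ex 340/Em 450 nm) was followed for 8 min.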
IDH1 R132H inh – qHTS for Inhibitors of mutant isocitrate dehydrogenase 1 (IDH1): qHTS | IDH1-R132H enzyme, NADPH consumption, diaphorase/resazurin fluorescence | Isocitrate dehydrogenase [NADP] cytoplasmic (Homo sapiens), O75874 | 390,000 tested, 0.093% active | Potency, µM (highest dose often 76.6 µM), for the others: at the highest dose activity change, negative = inhibition, actives largely listed as inhibitors; further: potency means the concentration at half of the fitted maximal effect; on the % scale 0 is the no-effect control and ±100 the full control effect; nearly all actives have a fitted effect of over 65% in size
Target sequence (O75874 whole entry R132H, stated change not applied): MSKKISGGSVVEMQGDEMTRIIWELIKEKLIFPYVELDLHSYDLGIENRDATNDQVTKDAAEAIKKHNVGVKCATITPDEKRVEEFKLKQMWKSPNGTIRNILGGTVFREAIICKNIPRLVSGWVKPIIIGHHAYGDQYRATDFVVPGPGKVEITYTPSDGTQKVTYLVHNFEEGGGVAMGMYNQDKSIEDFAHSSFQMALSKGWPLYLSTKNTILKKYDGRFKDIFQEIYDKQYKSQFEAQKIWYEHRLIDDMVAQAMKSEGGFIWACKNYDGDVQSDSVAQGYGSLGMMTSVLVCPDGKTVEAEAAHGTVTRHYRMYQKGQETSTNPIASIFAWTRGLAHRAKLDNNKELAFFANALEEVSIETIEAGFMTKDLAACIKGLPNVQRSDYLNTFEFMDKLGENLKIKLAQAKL
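IDH1-R132H (0.5 ug/mL dispensed) in pH 7.5 Tris buffer was preincubated 30 min with compound, then given a substrate mix of 0.016 mM NADPH and 2 mM alpha-KG for 80 min at room temperature; remaining NADPH was read by diaphorase/resazurin fluorescence.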
D2 antagonist – HTS Assay for Allosteric Antagonists of the Human D2 Dopamine Receptor: Primary Screen for Antagonists. HEK293 TREx D2 cells, calcium flux, dopamine EC80. 340,000 tested, 2% active. inhibition, % at 10 µM. AID 485344, 2010. D(2) dopamine receptor (Homo sapiens), P14416; in the data active means inhibition above about 30%; further: 0% is about no effect
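Overnight-induced (tetracycline, 30 C) HEK293 T-REx cells carrying force-coupled D2 receive a no-wash calcium dye, then compound, then EC80 dopamine at 180 s; signals are read kinetically throughout.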
* marks the source's active call; other numbers are inactive results; u = inconclusive; x = no result given; & = joins results of further samples; [ ] = dose if it differs, or a comment. Unless noted, the call rests on the fitted dose curve; in most records, active means well fitted inhibition curve with a large enough effect; inconclusive means small, poorly fitted or top-dose-only effect; inactive means no such curve, though single readings can be large or run the other way.

SMILES	PI4K2A block	USP1 inh	TRHR PAM	TRHR ag	TrxR1 substrate	D2 ag	TrxR1 inh	IDH1 R132H inh	D2 antagonist
CC1CCCCC12NC(=O)N(CC(=O)OCC(=O)N(C)C1CCCCC1)C2=O (centres undefined)	2	-2%	3	-0.7	-1%	1.4	3%	-1%	-13
COCCN(C(=O)COC(=O)c1nc(Cl)ccc1Cl)c1c(N)n(Cc2ccccc2)c(=O)[nH]c1=O	-2	-20%	0	-1.2	6%	0.3	22%	11%	-3
O=C(CCN1C(=O)/C(=C\c2cccs2)SC1=S)Nc1ccccn1	-1	u	5	4.7	-7%[57.1 µM]	3.5	u	0%	-13
CC1(C)CSC(=NCCc2ccccc2)N1C(=O)c1ccc(C#N)cc1	-3	-10%	-3	-0.8	4%	-1.3	11%	3%	1
Cc1cc(OC(C)C(=O)N2CCN(CCc3ccccn3)CC2)ccc1Cl (centres undefined)	-3	-12%	-4	-0.7	8%	0.2	17%	-1%	x
Cc1cc(OCC(=O)OCC(=O)c2ccc[nH]2)ccc1Cl	-2	-6%	-7	-0.1	-8%[57.1 µM]	0.3	-9%[57.1 µM]	14%	-7
Cc1nc2cncc(Br)c2n1C	-2	-5%	-4	0.1	7%[57.1 µM]	0.3	5%[57.1 µM]	2%	-20
O=C(CSc1ccccc1)Nc1nc2ccccc2[nH]1	1	-11%	1	0.2	-1%	0.5	3%	8%	-7
O=C(NCCCN1CCOCC1)c1ccccc1NS(=O)(=O)c1ccc(Br)cc1	-2	-16%	1	-0.2	0%[57.1 µM]	0.1	2%[57.1 µM]	-4%	-1
Brc1ccccc1OCCNCc1ccccc1	3	-10%	5	0.0	10%[11.4 µM]	1.3	-32%	11%	94*
O=Cc1sc(Nc2ccccc2)nc1Cl	0	-1%	-2	4.6	-6%	3.1	-30%	1%	11
Cc1ccc(C(=O)NCc2ccccn2)cc1Cl	4	-13%	-6	-1.3	-14%	-0.9	-14%	0%	-24
CCc1cccc(C)c1NC(=O)c1ccc2c(c1)CCN2S(=O)(=O)c1ccc(Cl)cc1	-2	-18%	4	3.4	-5%	3.8	16%	20%	x
Cc1ccsc1/C=N/NS(=O)(=O)c1ccc([N+](=O)[O-])cc1	-1	-15%	-4	0.0	-6%	-0.7	6%	4%	4
CNC(=O)/C(C#N)=C/c1cc(C)n(-c2ccc(N3CCOCC3)cc2)c1C	3	-7%	20	-0.3	3%	0.3	10%	3%	-16
COC(=O)c1cc(COc2ccc3ccc(=O)oc3c2)c(C)o1	3	4%	7	-1.1	33%[activator]	0.8	-1%	7%	-7
Cc1cc(C)c(C(=O)/C=C/c2ccc3c(c2)OCO3)c(=O)[nH]1	2	-20%	2	-0.3	-15%[57.1 µM]	-2.7	26%[57.1 µM]	9%	10
S=C1NCCN1CC1CCN(CCC23CC4CC(CC(C4)C2)C3)CC1	-3	-27%	x	x	8%	x	21%	5%	x
Cc1cc(OCc2nnc(SC(C)C(=O)O)n2-c2ccccc2)ccc1Cl (centres undefined)	0	-13%	-7	-2.3	2%	-3.4	21%	-7%	-4
CCNC(=O)Nc1cc2nc(C)n(Cc3ccc(Br)cc3)c2nc1C	7	0%	-4	1.4	8%[57.1 µM]	1.0	4%[57.1 µM]	11%	1
c1ccc(Oc2cc(-n3cccn3)ncn2)cc1	-18	-10%	2	-1.5	12%[57.1 µM]	0.1	7%[57.1 µM]	3%	-1
Cc1ccccc1OCc1nnc(SCC(=O)Nc2ccc3c(c2)oc2ccccc23)n1C	-7	0%	-1	1.8	8%	0.6	8%	10%	4
Cc1cccc(C)c1NC(=O)COC(=O)c1c(C)nn(-c2ccccc2)c1C	-1	-17%	7	-1.4	4%	-0.1	3%	0%	2
O=C(N/C(=C\c1cccs1)C(=O)N1CCOCC1)c1ccco1	3	-14%	6	0.1	-9%	0.6	1%	-4%	-10
COc1cccc(C(=O)/C=C/Nc2ccc(S(=O)(=O)Nc3onc(C)c3C)cc2)c1	-7	-7%	2	0.0	-21%	0.1	-21%	2%	-6
CC(=O)Nc1ccc2c(CSc3nnc(N)s3)cc(=O)oc2c1	-5	-10%	-3	-0.5	17%	0.2	-25%	5%	6
CNC(=O)c1cn2c3c(ccc(Cl)c3c1=O)OC(C)C2 (centres undefined)	0	-15%	x	x	103%[activator]	x	-10%	6%	x
Cc1cc(C)nc(SCC(=O)Nc2ccc(N3CCOCC3)c(Cl)c2)n1	1	-16%	8	-1.1	-4%	0.0	1%[57.1 µM]	-1%	3
CN1CCCC(CC2c3ccccc3Sc3ccccc32)C1 (centres undefined)	3&3	-19%	-1	5.1	-4%	-0.3	-6%	3%	25
O=C(NCCc1ccc(F)cc1)C(=O)NCC1CCCN1S(=O)(=O)c1ccccc1 (centres undefined)	-3	-11%	-1	-0.8	-2%	1.7	8%	0%	12
CN1CCN(CCCNC(=O)CN2C(=O)COc3ccccc32)CC1	-5	-3%	-1	0.4	4%[57.1 µM]	0.0	-1%[57.1 µM]	3%	-7
CC(C)OC(=O)CC(=O)c1sc2nc3c(cc2c1N)CN(C)CC3	-25	-26%	38*	-0.3	-1%[57.1 µM]	4.7	20µM*	7%	8
COc1ccc(NC(=O)C2=C(C)Nc3nc(SCc4ccccc4C)nn3C2c2ccc(Br)cc2)cc1 (centres undefined)	-2	-4%	5	1.7	3%	0.3	13%	-2%	x
COc1cccc(N2CCN(C(=O)c3cc4cc(Cl)ccc4[nH]3)CC2)c1	1	-15%	3	0.6	-10%	0.1	-8%	-1%	-12
COc1cccc(NC(=O)COc2ccc(S(=O)(=O)NC(C)C)cc2)c1	5	-15%	-5	-0.4	8%[57.1 µM]	0.2	5%[57.1 µM]	-3%	-20
O=C1CN(C(=O)COC(=O)CNS(=O)(=O)/C=C/c2ccccc2)c2ccccc2N1	-2	-20%	-2	0.2	-3%	0.5	14%	1%	28
COc1ccc(NS(=O)(=O)c2ccc3oc4ccccc4c3c2)cn1	0	u	2	-0.2	1%	0.4	13%	13%	-20
COc1ccc(-c2nnc(SCC(=O)Nc3cc(C)on3)n2N)cc1OC	8	-4%	0	-0.2	-3%	3.5	10%	-3%	-14
O=C(c1cc(-c2ccccc2)on1)N1CCN(C(=O)c2ccco2)CC1	-3	-12%	22	-0.1	11%	-0.3	-3%	9%	-2
CCCCNCCS(=O)(=O)NCc1ccc(OC)cc1	-6	-26%	x	x	-2%	x	-11%	-4%	x
CCOc1ccc(N2CC(C(=O)NCCc3ccc(S(N)(=O)=O)cc3)CC2=O)cc1 (centres undefined)	0	-1%	2	-0.4	-6%[57.1 µM]	1.2	-7%[57.1 µM]	0%	38*
CC(C)NC(=O)c1cc(-c2cccs2)nc2ccccc12	2	-18%	-1	-0.6	72%[activator]	-0.6	20%	-7%	-6
COc1cc2ccccc2cc1C(=O)Nc1ccc(S(=O)(=O)Nc2cc(C)on2)cc1	2	-17%	-1	0.1	10%[57.1 µM]	-0.1	-7%	-3%	-8
Cc1cc(C)n(CCN(C)c2nc3nonc3nc2N2CCCCC2)n1	3	-20%	2	0.1	-7%[57.1 µM]	0.6	0%[57.1 µM]	1%	9
Cc1ccccc1NS(=O)(=O)c1ccc(Br)s1	0	-13%	10	-1.8	-6%	-1.0	3%	8%	x

The last 4 compounds of the section above are carried over, then new ones follow:
SMILES	PI4K2A block	USP1 inh	TRHR PAM	TRHR ag	TrxR1 substrate	D2 ag	TrxR1 inh	IDH1 R132H inh	D2 antagonist
CC(C)NC(=O)c1cc(-c2cccs2)nc2ccccc12	2	-18%	-1	-0.6	72%[activator]	-0.6	20%	-7%	-6
COc1cc2ccccc2cc1C(=O)Nc1ccc(S(=O)(=O)Nc2cc(C)on2)cc1	2	-17%	-1	0.1	10%[57.1 µM]	-0.1	-7%	-3%	-8
Cc1cc(C)n(CCN(C)c2nc3nonc3nc2N2CCCCC2)n1	3	-20%	2	0.1	-7%[57.1 µM]	0.6	0%[57.1 µM]	1%	9
Cc1ccccc1NS(=O)(=O)c1ccc(Br)s1	0	-13%	10	-1.8	-6%	-1.0	3%	8%	x
CCOc1ccc(-n2cc(-c3ccccc3)c3c(=O)[nH]cnc32)cc1	-1	-19%	-8	-1.0	-2%	-0.3	-1%	1%	21
Cc1ccc(CN2C(=O)C(C)Nc3ncnc(N4CCN(c5ccccn5)CC4)c32)cc1 (centres undefined)	-1	-5%	4	-0.7	2%[57.1 µM]	0.6	-1%[57.1 µM]	3%	1
COc1ccc(C(=O)Nc2cc(C(=O)NCCc3ccccc3)ccc2Cl)cc1	3	3%	-1	-0.1	-1%	-0.5	-1%	3%	1
Cc1ccc2cc(C#N)c(N3CCCN(C(=S)NCCCN(C)C)CC3)nc2c1	9	-20%	1	0.0	15%	1.2	u	0%	-1
CN(Cc1ccccc1)C(=O)Cn1cccc1C(=O)c1ccccc1	0	-15%	25	-1.3	0%	-0.2	5%	1%	-18
